# Compound activity (PubChem BioAssay)
# N370S GC mod: inhibitors or activators of N370S glucocerebrosidase for Gaucher disease. P04062. N370S GC spleen homogenate, 4MU-glucoside fluorescence. Potency, µM (highest dose often 59.4 µM), for the others: at the top dose activity change, negative = inhibition, usual class: inhibitors. 330,000 tested, 0.092% active. AID 2101;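 further: 0% = full enzyme activity and -100% = no enzyme basal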
# DT40 TDP1 CPT: growth inhibition of DT40 Tdp1-/-;hTDP1 cells with camptothecin (screen for TDP1 inhibitors) | chicken DT40 Tdp1-/-;hTDP1 cells + 20 nM CPT, ATP luminescence, 48 h | Potency, µM (series often up to 46.2 µM), inactives show at the top dose activity change, negative = growth inhibition, most hits filed as inhibitors | 420,000 tested, 12% active | AID 686979; further: nearly all actives have a fitted effect of over 55% in size
#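 Chicken DT40 Tdp1-/- cells complemented with human TDP1, 400 cells/well, exposed to compounds plus 20 nM camptothecin for at least 48 h at 37 C; viability read as ATP content by CellTiter-Glo luminescence.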
# FEN1 inh: inhibitors of human flap endonuclease 1 | Recombinant FEN1 flap cleavage, fluorescence, 15 min | P39748 | Potency, µM (top dose mostly 114 µM), for the others: top-dose activity change, negative = inhibition, most hits filed as inhibitors | AID 588795 | 390,000 tested, 0.35% active; further: nearly all actives have a fitted effect of over 65% in size
# Target sequence (P39748 whole entry, looked up): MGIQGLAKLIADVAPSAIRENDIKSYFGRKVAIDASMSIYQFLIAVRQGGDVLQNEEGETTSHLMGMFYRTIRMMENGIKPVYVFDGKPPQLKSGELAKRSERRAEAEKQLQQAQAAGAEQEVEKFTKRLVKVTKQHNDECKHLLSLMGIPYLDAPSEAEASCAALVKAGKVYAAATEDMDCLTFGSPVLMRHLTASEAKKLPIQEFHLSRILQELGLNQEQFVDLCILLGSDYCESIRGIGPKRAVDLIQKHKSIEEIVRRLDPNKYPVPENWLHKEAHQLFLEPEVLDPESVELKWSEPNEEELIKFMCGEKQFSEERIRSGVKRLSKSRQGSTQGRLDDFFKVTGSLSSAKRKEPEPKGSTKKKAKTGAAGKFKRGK
#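 FEN1 at 10 nM preincubated with compounds 15 min at room temperature, then flap DNA substrate added at 50 nM final. Signal read at 0 and 15 min; concentration-response fitted with four-parameter Hill equation.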
# An asterisk follows results filed as active; ? = inconclusive; . = not tested or not shown; [ ] = dose if it differs, or a comment. The call rests on the fitted dose curve; in most records, active means well fitted curve in the direction sought with a large enough effect; inconclusive means small, poorly fitted or top-dose-only effect, or another doubt; inactive means no such curve, though single readings can be large; an effect the other way counts as inactive or inconclusive. Unless noted, on the % scale 0 is the no-effect control and ±100 the full control effect; potency means the concentration at half of the fitted maximal effect. Only part of the results is shown (hit frequency here may not be typical).
SMILES,N370S GC mod,DT40 TDP1 CPT,FEN1 inh
COc1cc2c(c(OC)c1OC)-c1c(cc(OC)c(OC)c1OC)C[C@](C)(O)[C@@H](C)C2,6%,17%,-5%
O=C(CSc1nnc2ccccn12)Nc1cccc(S(=O)(=O)N2CCOCC2)c1,-3%,-3%,-1%
COc1ccc(/C=N/NC(=O)c2ccn[nH]2)cc1CSc1ccccn1,-1%,11%,-1%
COc1ccc(-c2cc(C(=O)Nc3c(C(=O)c4ccc(C)c(F)c4)oc4ccccc34)no2)cc1,.,-9%,18%
CCOC(=O)C1=CNS(=O)(=O)NC1c1ccc(OC(C)=O)cc1 (stereo unspecified),.,-11%,2%
O=C1NCC(O)=C1C=NCCCO,6%,8%,13%
C[C@H]1CN([C@@H](C)CO)C(=O)Cc2cc(NC(=O)CCC(F)(F)F)ccc2O[C@H]1CN(C)C(=O)Nc1ccc(F)cc1,.,-1%,-7%
Cc1[nH]c2ccc(C(=O)N3CCN(Cc4ccccc4)CC3)cc2c1C,-10%,?,-6%
CCCCCn1c(=O)[nH]c2cc(C(=O)NCCCN(CC)CC)ccc2c1=O,17%,-12%,-11%
COc1ccccc1NC(=O)C1=C(C)Nc2nnnn2C1c1cc(Br)c(O)c(OC)c1 (stereo unspecified),.,5%,6%
CCS(=O)(=O)c1c(Nc2ccc(F)c(Cl)c2)sc(C(=O)c2ccccc2)c1N,.,-19%,?
COc1ccc(CNS(=O)(=O)c2ccc(S(=O)(=O)NC3CC3)cc2)cc1,-2%,-28%,0%
COCCN(C(=O)CSc1nnc(-c2ccccc2F)o1)c1c(N)n(CC(C)C)c(=O)[nH]c1=O,-4%,-16%,-4%
CCOC(=O)N1CCN(C(=O)CSc2nnc(-c3ccc(C)c(C)c3)o2)CC1,1%,?,-2%
O=C(NCc1cccc(Cl)c1)c1ccc(CS(=O)Cc2ccc(Cl)cc2)o1 (stereo unspecified),-3%,?,-13%
O=C(CCC(=O)OCc1cccc([N+](=O)[O-])c1)Nc1ccc(F)cc1,-1%,-13%,10%
COc1c(C)cc(C(=O)C2CCCN(C(=O)CCc3scnc3C)C2)cc1C (stereo unspecified),7%,?,-5%
COC[C@@H]1NS(=O)(=O)c2ccc(Br)cc2O[C@H]1c1ccccc1,.,-25%,?
COc1ccc(S(=O)(=O)NC(C)C(=O)NCc2ccncc2)cc1OC (stereo unspecified),-2%,3%,-9%
COc1ccccc1NC(=O)CN1C(=O)COc2ccc(S(=O)(=O)N3CCOCC3)cc21,-9%,-19%,-7%
COc1ccccc1C(=O)Nc1cccc(OCc2cc(=O)n3c(C)csc3n2)c1,.,16µM*,-1%
Cc1ccc(CN2CCSc3ccc(C(=O)NCc4cccnc4)cc32)cc1,?,23µM*,-16%
NC(=O)NC(=O)CN1C(=O)NC(c2ccccc2)(c2ccccc2)C1=O,-5%,-8%,1%
O=C(CNC(=O)c1ccco1)NCC(=O)OCc1cccc(Cl)c1,1%,-3%,3%
CCc1cccc(CC)c1NC(=S)N1CCn2cccc2C1c1cccnc1 (stereo unspecified),10%,?,7%

# Shown with tabs: part of the list above.
structure	N370S GC mod	DT40 TDP1 CPT	FEN1 inh
COc1cc2c(c(OC)c1OC)-c1c(cc(OC)c(OC)c1OC)C[C@](C)(O)[C@@H](C)C2	6%	17%	-5%
O=C(CSc1nnc2ccccn12)Nc1cccc(S(=O)(=O)N2CCOCC2)c1	-3%	-3%	-1%
COc1ccc(/C=N/NC(=O)c2ccn[nH]2)cc1CSc1ccccn1	-1%	11%	-1%
COc1ccc(-c2cc(C(=O)Nc3c(C(=O)c4ccc(C)c(F)c4)oc4ccccc34)no2)cc1	.	-9%	18%
CCOC(=O)C1=CNS(=O)(=O)NC1c1ccc(OC(C)=O)cc1 (stereo unspecified)	.	-11%	2%
O=C1NCC(O)=C1C=NCCCO	6%	8%	13%
C[C@H]1CN([C@@H](C)CO)C(=O)Cc2cc(NC(=O)CCC(F)(F)F)ccc2O[C@H]1CN(C)C(=O)Nc1ccc(F)cc1	.	-1%	-7%
Cc1[nH]c2ccc(C(=O)N3CCN(Cc4ccccc4)CC3)cc2c1C	-10%	?	-6%
CCCCCn1c(=O)[nH]c2cc(C(=O)NCCCN(CC)CC)ccc2c1=O	17%	-12%	-11%
COc1ccccc1NC(=O)C1=C(C)Nc2nnnn2C1c1cc(Br)c(O)c(OC)c1 (stereo unspecified)	.	5%	6%
CCS(=O)(=O)c1c(Nc2ccc(F)c(Cl)c2)sc(C(=O)c2ccccc2)c1N	.	-19%	?
COc1ccc(CNS(=O)(=O)c2ccc(S(=O)(=O)NC3CC3)cc2)cc1	-2%	-28%	0%
COCCN(C(=O)CSc1nnc(-c2ccccc2F)o1)c1c(N)n(CC(C)C)c(=O)[nH]c1=O	-4%	-16%	-4%
CCOC(=O)N1CCN(C(=O)CSc2nnc(-c3ccc(C)c(C)c3)o2)CC1	1%	?	-2%
O=C(NCc1cccc(Cl)c1)c1ccc(CS(=O)Cc2ccc(Cl)cc2)o1 (stereo unspecified)	-3%	?	-13%
O=C(CCC(=O)OCc1cccc([N+](=O)[O-])c1)Nc1ccc(F)cc1	-1%	-13%	10%
COc1c(C)cc(C(=O)C2CCCN(C(=O)CCc3scnc3C)C2)cc1C (stereo unspecified)	7%	?	-5%
COC[C@@H]1NS(=O)(=O)c2ccc(Br)cc2O[C@H]1c1ccccc1	.	-25%	?
COc1ccc(S(=O)(=O)NC(C)C(=O)NCc2ccncc2)cc1OC (stereo unspecified)	-2%	3%	-9%
COc1ccccc1NC(=O)CN1C(=O)COc2ccc(S(=O)(=O)N3CCOCC3)cc21	-9%	-19%	-7%
COc1ccccc1C(=O)Nc1cccc(OCc2cc(=O)n3c(C)csc3n2)c1	.	16µM*	-1%
Cc1ccc(CN2CCSc3ccc(C(=O)NCc4cccnc4)cc32)cc1	?	23µM*	-16%

# (further entries)
SMILES,N370S GC mod,DT40 TDP1 CPT,FEN1 inh
CC(=O)N1CCc2ccc(S(=O)(=O)N3CCc4ccccc43)cc21,3%,21µM*,-2%
Cc1cccc(NC(=O)COC(=O)c2ccc(S(=O)(=O)N3CCCCCC3)cc2)c1,3%,-7%,0%
CCOC(=O)c1ccc(N2C(=O)c3[nH]nc(-c4ccc(OCC)cc4)c3C2c2cccs2)cc1 (stereo unspecified),.,7.3µM*,-11%
O=C(C1CCN(Cc2nc(Cc3cccc(F)c3)no2)CC1)N1CCOCC1,2%,20%,1%
O=C(Nc1ccc(Cl)cc1C(F)(F)F)c1cc(S(=O)(=O)NCc2ccccc2)ccc1F,.,?,4%
Cc1ccc(S(=O)(=O)N2CCCOC2CNC(=O)C(=O)NCc2ccco2)cc1 (stereo unspecified),13%,-2%,3%
CCC(c1nnc(SCC(=O)Nc2ccc(N3CCOCC3)cc2)n1Cc1ccccc1)N(C)C (stereo unspecified),-11%,-11%,4%
COc1ccc(CNC(=O)Cn2nc(C)c3nn(-c4ccc(Cl)cc4)c(C)c3c2=O)cc1,.,4%,-10%
Cc1snnc1C(=O)NC(=S)Nc1ccccc1,-4%,-29%,3%
CSCC[C@@H](C(=O)NCCCCCCCCCCC(=O)N1CCNCC1)n1cc(CCO)nn1,-4%,-24%,18%
O=C(CSc1nc(-c2ccccc2)no1)N1CCN(c2ccccc2F)CC1,.,-28%,-3%
COCCn1c(C)cc(C(=O)COc2cccnc2[N+](=O)[O-])c1C,-19%,?,-1%
CCc1cc(Cn2nc(-c3ccccc3)cc2C(=O)NCC2CC2)on1,-22%,?,-6%
O=C(OCC(=O)N1CCc2ccccc21)c1nc(Cl)ccc1Cl,6%,-15%,18%
O=C(Nc1cccc(-c2nnco2)c1)c1cccs1,0%,2%,-2%
CCOC(=O)C1(CCOc2ccccc2)CCN(Cc2cnc(C)[nH]2)CC1,-5%,2%,0%
Cc1c(Cc2ccccc2)c(=O)oc2cc(OCC(=O)N3CCC(C(N)=O)CC3)ccc12,4%,?,0%
COc1cccc(N2CC(C(=O)Oc3ccc4ccccc4c3)CC2=O)c1 (stereo unspecified),1%,-18%,-23%
CC(=O)NC(CC(=O)NCC(c1ccco1)N(C)C)c1ccccc1 (stereo unspecified),-16%,-25%,9%
CCNC(=O)NC(=O)C(C)Sc1nc2cc(C(=O)OC)ccc2c(=O)n1-c1ccccc1 (stereo unspecified),10%,-30%,1%
CCCC(=O)Nc1c(-c2cccs2)c(=O)c2ccccc2n1C,4%,-7%,4%
CCN1CCN(S(=O)(=O)c2ccc(Cl)c(C(=O)NCCc3ccccc3)c2)CC1,0%,-7%,2%
CCOC(=O)C1=CN(Cc2cccc(Br)c2)S(=O)(=O)N(CC)C1C (stereo unspecified),.,?,2%
CCCN1C(=O)c2cc(C(=O)NCc3ccc(OC)cc3)ccc2C1O (stereo unspecified),6%,-3%,3%
Cc1ccc(-c2[nH]nc3c2C(c2cccnc2)C(C#N)=C(N)O3)cc1 (stereo unspecified),-4%,-16%,-9%

# Continued, overlapping the part above by 2 compounds.
SMILES,N370S GC mod,DT40 TDP1 CPT,FEN1 inh
CCCN1C(=O)c2cc(C(=O)NCc3ccc(OC)cc3)ccc2C1O (stereo unspecified),6%,-3%,3%
Cc1ccc(-c2[nH]nc3c2C(c2cccnc2)C(C#N)=C(N)O3)cc1 (stereo unspecified),-4%,-16%,-9%
CC[C@]12c3[nH]c4ccc(Cl)cc4c3CCN1C(=O)[C@@H](CC(=O)NCCCN(C)C)C[C@@H]2C(=O)N1CCN(C(=O)c2ccco2)CC1,.,10%,9%
CC(Sc1ccccc1)C(=O)NNC(=O)c1ccncc1 (stereo unspecified),-8%,0%,-1%
O=C(CNC(=O)c1ccccc1F)Nc1ccccc1C(F)(F)F,-8%,20%,-1%
COc1ccc(C(=O)Oc2cc(/C=N/NS(=O)(=O)c3ccccc3)ccc2OC)cc1,8%,-11%,-17%
CCn1c(SCC(=O)NC(=O)NCc2ccco2)nc2sc(C)c(C)c2c1=O,9%,?,3%
CC1=NN(C(N)=S)C(=O)C1N=Nc1ccccc1Cl (stereo unspecified),-3%,5.8µM*,10%
COc1ccc(-c2cc(=O)c(C(=O)c3ccc(C)cc3)n[nH]2)cc1,27%,-5%,-2%
CN(CC(=O)Nc1cccc(Cl)c1)S(=O)(=O)c1ccc2[nH]c(=O)oc2c1,-24%,6%,-9%
Cc1cccc2cc(COC(=O)COc3ccccc3)c(=O)[nH]c12,-4%,4%,-5%
COc1ccc(Nc2cc(C(=O)NCCCN(C)c3ccccc3)c3ccccc3n2)c(OC)c1,.,13µM*,2%
O=c1[nH]c2ccccc2nc1-c1c[nH]c2ccccc12,23%,-23%,11%
COc1ccc(-c2nn(CCC#N)cc2C(=O)Nc2ccccn2)cc1OC,0%,0%,16%
CC1CN(C(=O)Nc2cccc(Cl)c2)C2(CCCCCC2)O1 (stereo unspecified),3%,0%,48%[activator]
O=C(NC(=S)Nc1ccc(S(=O)(=O)Nc2ncccn2)cc1)c1cccc(Br)c1,16%,26%,-2%
O=C(O)C1CCCCC1C(=O)Nc1ccccc1C(=O)N1CCN(c2ccc(F)cc2)CC1 (stereo unspecified),6%,-22%,-2%
CC1Cc2ccccc2N1CC(=O)NCc1ccccc1Cl (stereo unspecified),8%,?,4%
COc1ccc(Cl)cc1NC(=O)CN(C)C(=O)CN1C(=O)NC(C)(c2ccc3ccccc3c2)C1=O (stereo unspecified),.,?,-1%
COC(=O)c1ccc(NC(=O)CCNS(=O)(=O)c2cccc3nonc23)cc1,-11%,-9%,-4%
COc1ccc2c(c1OC)C(=O)OC2,-5%,14%,24%
CCOC(=O)C1(C(=O)OCC)NC(=O)CC1CC (stereo unspecified),.,9%,2%
O=C(NCCc1ccccn1)c1ccc(OC(F)F)cc1,-2%,-15%,4%
CC(=O)Nc1ccc(S(=O)(=O)NC2(C(F)(F)F)C(=O)Nc3c2c(=O)[nH]c(=O)n3Cc2ccco2)cc1 (stereo unspecified),-6%,?,2%
O=C(COC(=O)/C=C/c1ccc(OC(F)F)cc1)NCc1cccs1,11%,-19%,0%
CC(=O)Nc1cccc(N(C)C)c1,-3%,-3%,7%
COc1ccc(N2C(=O)CC(NCc3ccc(F)cc3)C2=O)cc1 (stereo unspecified),8%,-2%,-8%
Cc1ccc(S(=O)(=O)C(C#N)c2nc3ccccc3nc2N2CCN(C)CC2)cc1C (stereo unspecified),-11%,?,0%
